TDP43 rescue = inhibitors of TDP-43 toxicity in yeast; TDP-43 expressing yeast growth rescue, BacTiter-Glo, 24 h; Potency, µM (doses to about 46.1 µM), for inactives: top-dose growth rescue (activation), hits mostly activators; 410,000 compounds, 1.8% hits; further: potency means the concentration at half of the fitted maximal effect; % of control where 0% means no effect; nearly all actives have a fitted effect of over 50% in size
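Luminescence from BacTiter-Glo reports growth of TDP-43-expressing yeast after 24 hr at 30 deg C with compound. Cells were raffinose-pregrown to mid-log, then seeded in galactose medium at OD600=0.02.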
PTHR1 ag = PTHR1 (human) receptor agonism. HEK293 GP2 PTHR1 cells, GloSensor cAMP luminescence, 1 h. Potency, µM (top dose mostly 115 µM), for the others: top-dose activation, most hits filed as activators. 410,000 compounds, 0.075% hits. AID 743266; further: potency means the concentration at half of the fitted maximal effect; nearly all actives have a fitted effect of over 55% in size; some results filed as inactive show a strong effect at the top dose; inactives centre near -15; many of its hits are not listed in these tables
Target sequence (Q03431 whole entry, looked up): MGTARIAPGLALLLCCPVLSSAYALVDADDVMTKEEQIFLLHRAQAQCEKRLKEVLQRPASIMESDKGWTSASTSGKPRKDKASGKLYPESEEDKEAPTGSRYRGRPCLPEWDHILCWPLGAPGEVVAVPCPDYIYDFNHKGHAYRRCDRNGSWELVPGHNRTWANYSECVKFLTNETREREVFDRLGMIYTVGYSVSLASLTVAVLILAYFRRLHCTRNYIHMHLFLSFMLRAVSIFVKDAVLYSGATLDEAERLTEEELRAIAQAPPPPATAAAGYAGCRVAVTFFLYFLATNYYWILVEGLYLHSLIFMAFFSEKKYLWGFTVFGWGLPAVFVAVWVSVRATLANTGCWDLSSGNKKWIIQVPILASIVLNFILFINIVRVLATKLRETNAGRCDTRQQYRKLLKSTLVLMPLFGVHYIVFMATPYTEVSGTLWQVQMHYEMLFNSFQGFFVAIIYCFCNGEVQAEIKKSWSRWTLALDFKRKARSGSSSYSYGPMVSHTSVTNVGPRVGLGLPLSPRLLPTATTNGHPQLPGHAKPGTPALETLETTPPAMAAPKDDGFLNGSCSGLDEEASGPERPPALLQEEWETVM
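HEK-293-derived GP2 cells expressing PTHR1 and a GloSensor cAMP reporter, 3,000/well, plated overnight, given luciferin plus IBMX (each 0.5 mM as added) for 1 h at 37 °C, then compound for 1 h at 37 °C. Luminescence was read after 15 min at room temperature.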
GLP-1R inv ag = GLP-1 receptor (human) inverse agonism; HEK293 GLP-1R CRE-luciferase, luminescence, 24 h; GLP-1R form is constitutively active; 410,000 compounds, 1.6% hits; Potency, µM (highest dose often 38.3 µM), for inactives: at the highest dose activity change, negative = inhibition, hits mostly inhibitors; further: potency means the concentration at half of the fitted maximal effect; on the % scale 0 is the no-effect control and ±100 the full control effect; nearly all actives have a fitted effect of over 55% in size
Target sequence (P43220 whole entry, looked up): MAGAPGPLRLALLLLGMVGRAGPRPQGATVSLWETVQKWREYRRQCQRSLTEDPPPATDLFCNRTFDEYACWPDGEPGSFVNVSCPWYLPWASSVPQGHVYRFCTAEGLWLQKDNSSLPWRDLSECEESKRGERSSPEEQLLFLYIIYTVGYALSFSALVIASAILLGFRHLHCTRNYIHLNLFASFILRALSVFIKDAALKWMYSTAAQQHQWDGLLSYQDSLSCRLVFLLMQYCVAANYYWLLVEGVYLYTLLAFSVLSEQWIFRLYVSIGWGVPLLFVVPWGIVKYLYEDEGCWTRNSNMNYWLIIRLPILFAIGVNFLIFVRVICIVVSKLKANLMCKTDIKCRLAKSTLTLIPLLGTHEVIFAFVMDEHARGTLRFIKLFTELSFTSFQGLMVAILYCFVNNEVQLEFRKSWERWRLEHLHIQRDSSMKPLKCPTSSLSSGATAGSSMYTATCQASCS
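Inverse agonism was detected as reduced cAMP-driven luciferase luminescence after 24 h compound treatment. The cells were HEK293 clones expressing constitutively active human GLP-1R with the reporter. Reporter-only and GPR119 cell lines served as counterscreen controls.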
GLP-1R agonist = GLP-1 receptor (human) agonism. 380,000 compounds, 0.007% hits. Potency, µM (highest dose often 45.6 µM), inactives show at the highest dose activation, most hits filed as activators. P43220. AID 624172. HEK293 GLP-1R CRE-luciferase, luminescence, 4-6 h; cells express a hypersensitive GLP-1R form; further: potency means the concentration at half of the fitted maximal effect; % of control where 0% means no effect
FUS yeast rescue = rescues growth of FUS-expressing yeast; S. cerevisiae FUS-expressing, growth rescue, OD600, 24 h; Potency, µM (titrated, usually from 76.6 µM), for the others: at the top dose growth rescue (activation), hits mostly activators; 390,000 compounds, 0.24% hits;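 further: potency means the concentration at half of the fitted maximal effect; plate controls were DMSO vehicle for no effect and reference control for full effect; nearly all actives have a fitted effect of over 55% in size; some results filed as inactive show a strong effect at the top dose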
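Steps: raffinose overnight preculture; dilution to OD 0.005 in 2% galactose minimal medium; compound addition (concentration series); 24hr at 30C, 99% humidity; absorbance read at 600 nm.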
Abeta yeast res = restores growth of yeast expressing A-beta42 peptide; AID 1347071; 410,000 compounds, 0.063% hits; Potency, µM (series often up to 46.1 µM), inactives show at the top dose growth rescue, most hits filed as activators; yeast expressing A-beta42, growth rescue, OD600, 48 h; response scale: 0% DMSO, 100% iron-clioquinol control; further: potency means the concentration at half of the fitted maximal effect; nearly all actives have a fitted effect of over 55% in size
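Yeast growth medium received pinned compounds, then yeast cells expressing toxic A-beta were added; plates incubated at 30 C for 48 hr. Growth read as absorbance at 600 nm, normalized to DMSO and equimolar FeCl3 plus clioquinol controls.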
DRD3 antagonist = blocks the human D3 dopamine receptor; D3R cells, DiscoveRx beta-arrestin luminescence, antagonist mode; stronger effect = lower value; max response, negative = inhibition, %; 360,000 compounds, 2.5% hits; AID 652054; in the data active means max response below about -50%; inconclusive means no clear call, values can overlap the other calls; further: on the % scale 0 is the no-effect control and ±100 the full control effect; mostly tested at two doses, the higher about 12 µM
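Cells plated overnight at 1500 cells/well, then exposed to library compounds with dopamine controls for 90 minutes at 37 degrees C. DiscoveRx reagent added for 30–60 minutes at room temperature; luminescence read, quantitative HTS format.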
aSyn rescue = rescues yeast growth from alpha-synuclein toxicity | Yeast expressing alpha-synuclein, growth rescue, BacTiter-Glo, 24 h | Potency, µM (doses to about 46.1 µM), inactives show top-dose growth rescue (activation), hits mostly activators | 370,000 compounds, 0.14% hits | AID 652106; further: potency means the concentration at half of the fitted maximal effect; % of control where 0% means no effect; nearly all actives have a fitted effect of over 65% in size
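Screening used galactose-induced yeast with toxic alpha-synuclein levels, exposed to compound for 24 hr at 30 deg C. Cell growth, read with BacTiter-Glo luminescence, gave the measured signal.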
Akt phos inh = blocks phosphorylation of Akt; Neuro2A IGF-stimulated pAkt S473 HTRF, 20 min; stronger effect = lower value; activity change, % for hits at 50 µM; 360,000 compounds, 0.32% hits; AID 651550; in the data active means activity change below about -80%; inconclusive means mostly about -51% to -80%; further: on the % scale 0 is the no-effect control and ±100 the full control effect
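Single-point screen (50 µM final compound) in Neuro2A cells stimulated 20 min with 6 nM IGF at 37 deg C. After lysis, Ser473-phosphorylated Akt read by HTRF (ex 330 nm, em 615/665 nm) as the 665/615 ratio.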
* marks the source's active call; other numbers are inactive results; i = inactive; ? = inconclusive; / = not tested or not shown; & = joins results of further samples; [ ] = another dose, or the depositor's remark. Unless noted, the call rests on the fitted dose curve; in most records, active means well fitted curve in the direction sought with a large enough effect; inconclusive means small, poorly fitted or top-dose-only effect, or another doubt; inactive means no such curve, though single readings can be large; an effect the other way counts as inactive or inconclusive. These rows are one share of the data; count on the stated rates, not on these rows.

Results follow in this order: TDP43 rescue, PTHR1 ag, GLP-1R inv ag, GLP-1R agonist, FUS yeast rescue, Abeta yeast res, DRD3 antagonist, aSyn rescue, Akt phos inh
Cc1ccc(-c2nn(C)c(=O)c3ccccc23)cc1CNC(=O)NC1CCCCC1
→ -4%, i, 9%, -1%, 19%, 1%, -11, -2%, i
COC(=O)c1scc(C)c1NS(=O)(=O)c1ccc(NC(C)=O)cc1
→ 6%, -3%, -2%, -1%, 11%, -23%, -11, -1%, i
CCOc1ccc(S(=O)(=O)Nc2ccccc2C(=O)Nc2ccccc2N2CCOCC2)cc1
→ 3%, i, -10%, 10%, 13%, 11%, 8, 7%, i
CCC1CCCCN1CCCNC(=O)c1cn(CC)c2ccc(S(=O)(=O)N(C)C3CCCCC3)cc2c1=O (stereo unspecified)
→ -16%&4%, -19%&-50%, ?, -8%&-2%, 7%&2%, 6%, -21, -4%, i
CCCCc1ccc(NC(=S)NN2CCOCC2)cc1
→ ?, -10%, -21%, 8%, /, ?, 0, 1%, i
CCc1ccccc1NC(=O)CCS(=O)(=O)c1ccc(Br)cc1
→ 6%, i, -23%, 10%, -34%, -6%, 22, 0%, i
CC(C)(C)NS(=O)(=O)c1ccc(Oc2ncc(C(F)(F)F)cc2Cl)cc1
→ 30%, -25%, ?, -1%, 33%, -38%[inhibitor], 2, 5%, i
CC(Sc1nnc(-c2ccco2)n1N)C(=O)NCc1ccc2c(c1)OCO2 (stereo unspecified)
→ -1%, i, 8%, 0%, -2%, -7%, 13, 3%, i
Cc1nn(CCCC(=O)NC(C)c2ccccc2)c(=O)c2nn(-c3ccccc3)c(C)c12 (stereo unspecified)
→ 7%, i, ?, 4%, 3%, 8%, -1, 1%, i
CC(C)NC(=O)C1CCN(Cc2cnn(-c3ccccc3)c2-n2cccc2)CC1
→ 10%, -4%[57.5 µM], 19%, -4%, -9%, 14%, 0, -10%, i
Cc1sc2ncn(CC(=O)NCCCC(=O)Nc3ccc(C(C)C)cc3)c(=O)c2c1C
→ -15%, i, -11%, 4%, -28%, -9%, 2, 10%, i
CCCc1cc(C(N)=O)c(NC(C)=O)s1
→ -21%, i, 0%, -4%, 8%, -6%, 18, -9%, i
Cc1ccc(C(C)C)c(OCC(=O)Nc2ccc(C(=O)OC3CCCCC3)cc2)c1
→ 6%, -10%, -15%, /, -1%, -4%, /, /, /
O=C(CN1C(=O)NC2(CCCCCCC2)C1=O)NCc1ccc(Cl)cc1
→ 11%, -24%, ?, 2%, 7%, 2%, 11, 5%[1.84 µM], i
Cc1noc(C)c1C(=O)OCC(=O)Nc1ccccc1SCC#N
→ -25%, -7%, 18%, -3%, -9%, -17%, 22, 0%, i
COc1cc(NC(=S)NCC2CCCO2)c(OC)cc1Cl (stereo unspecified)
→ 0%, i, -13%, -1%, -2%, -13%, 0, ?, i
CC(C)c1nc2ccc(NC(=O)C3CCCCC3)cc2[nH]1
→ 5%, -20%[57.5 µM], -12%, 3%, 1%, -9%, -9, 1%, i
O=C(NCCCN1CCCC1=O)[C@H](CSCc1ccccc1)N1Cc2ccccc2C1=O
→ -10%, -42%[inhibitor], -2%, -3%, 0%, 2%, 21, 2%, i
CC1=C(C(=O)N2CCCCCC2)CC(CC(=O)NC2CCCC2)C(=O)N1Cc1ccc(F)cc1 (stereo unspecified)
→ -1%, -5%, 10%, 7%, 12%, -11%, 0, -5%, i
COC(=O)c1ccccc1OS(=O)(=O)N(C)C
→ -12%, i, 17%, 6%, 12%, 3%, 5, -7%, i
C=CCNC(=S)NNC(=O)c1cc(O)ccc1O
→ -13%, -16%, -9%, 3%, 7%, -2%, -9, -6%, i
COC(=O)c1cc2occc2n1Cc1cccc(C)c1
→ -18%[0.397 µM], i, ?, 18%, 14%&-27%, -23%&2%, -22, -7%, i
Cc1ccc(NC(=O)c2cc(-c3cccs3)nc3ccccc23)nc1
→ 23%, 1%, ?, 2%, 19%, -9%, 75, 12%, i
CCc1ccc2nc3c(c(C(=O)O)c2c1)CCC3
→ 20%, i, -19%, -9%, 22%, 5%, -21, -5%, i
N#CCCNS(=O)(=O)c1ccc(C(=O)OCC(=O)Nc2ccc3c(c2)OCO3)cc1
→ 18%, -24%, 1%, -7%, 2%, -11%, -3, 1%, i
CC(C)C(=O)N1c2ncnn2C2(CCCCC2)[C@@H]2CCCC[C@@H]21
→ 29%, 0%, ?, /, -8%, -25%, /, /, /
Cc1ccc(NC(=O)C2CCCC2)cc1Cl
→ 0%, i, ?, 5%, 5%, 24%, 9, -1%, i
O=C(Nc1oc2ccccc2c(=O)c1-c1ccc2c(c1)OCO2)c1ccco1
→ 24%, -23%, 6%, 4%, -19%, -7%, 3, -1%, i
CCn1cc(C(=O)NCCCN(C)C)c(=O)c2cc(F)c(N3CCN(C)CC3)cc21
→ -4%, i, 6%, -10%, 3%, 0%, -10, -9%, i
CCOc1ccc(CCNC(=O)CN2C(=O)NC(CCSC)C2=O)cc1OCC (stereo unspecified)
→ 1%, i, 23%, -3%, -10%, -1%, 6, 8%, i
CCN(C[C@H]1N[C@@](CC)(C(=O)OC)[C@H]2C(=O)N(Cc3ccccc3)C(=O)[C@@H]12)S(=O)(=O)c1ccc(F)cc1
→ 20%, -7%, -16%, 7%, 33%, 0%, 33, 2%, i
O=C(O)c1cc(-c2ccc(/C=C3/SC(=S)N(Cc4ccccc4)C3=O)o2)ccc1Cl
→ -12%, -21%, -15%, 8%, -5%, -14%, -1, 4%, i
COc1ccc(CNC(=O)Nc2ccc(C)cc2)cc1
→ -1%, i, 21%, -20%, ?, 6%, ?, 6%, i
Cc1ccc(S(=O)(=O)N2CCC(N3CCC(C)CC3)CC2)cc1
→ -28%, i, -14%, 1%, 9%, 8%, -26, 0%, i
CCN(CC)c1ccc(S(=O)(=O)N2CCOCC2)cc1NC(=O)CNCc1cccc(Cl)c1
→ 1%, -23%, ?, 8%, 1%, 21%, 7, -1%, i
CN1CCN(S(=O)(=O)c2ccc(C(=O)Nc3ccccc3)cc2)CC1
→ -9%, i, 7%, 1%, 14%, 18%, 16, 4%, i
O=C(Nc1ccc(N2CCN(C(=O)c3ccccc3)CC2)cc1)c1cccnc1
→ 4%, -24%, -9%, 4%, 24%, -14%, -20, -2%, i
CCN(CC)CCCn1c2c(c(SCC(=O)Nc3nc(C)cs3)nc1=O)CCC2
→ 9%, i, -16%, -9%, 6%, 11%, -10, -5%, i
Cc1ccc(S(=O)(=O)N2CCCCC2)cc1NC(=O)c1ccncc1
→ -9%, -2%, 1%, 0%, 26%, 0%, -24, -5%, i
Cc1ccc(C)c(NC(=S)NCc2ccccc2)c1
→ ?, -48%[inhibitor], ?, -7%, -9%, ?, -1, 7%, i
Cc1ccc2nc(N3CCN(c4cccc(C(F)(F)F)c4)CC3)c3nnnn3c2c1
→ -3%, -57%[inhibitor], 5%, /, -10%, 7%, /, /, /
CCCCNC(=O)C1CCN(Cc2ccc(OCc3ccccc3)c(OC)c2)CC1
→ 4%, -24%, ?, 7%, -3%, 1%, 1, -4%, i
O=C(NCc1cccnc1)c1cccc(S(=O)(=O)Nc2ccc(F)cc2)c1
→ 17%, -24%, -3%, -10%, -4%, 4%, -3, -2%, i
O=C(NC1CCN(C(=O)NC2CCCCC2)CC1)c1cccc(F)c1
→ 5%, -4%, -5%, 0%, -5%, -22%, -17, 1%, i
O=C(NCC12CC3CC(C1)CC(CNC(=O)N1CCCC1)(C3)C2)N1CCCC1
→ -15%, i, 0%, -4%, 3%, 6%, 19, 0%, i
CC1=C(C(=O)N2CCCCCC2)CC(CC(=O)NC(c2ccccc2)c2ccccc2)C(=O)N1CCC1=CCCCC1 (stereo unspecified)
→ 24%, -7%, ?, -1%, ?, -4%, 0, -3%, i
CCCCCn1c(=S)[nH]c2cc(C(=O)N3CCN(C(=O)OCC)CC3)ccc2c1=O
→ 2%, i, 7%, 6%, -15%, -8%, -90*, -1%, i
COc1ccc(OC)c(N/C(C)=C/C(=O)c2ccc(Br)cc2)c1
→ -1%, -37%[inhibitor], 0%[7.66 µM], 1%, 24%, 4%, 11, -11%, i
O=C(O)C1CCCCC1C(=O)Nc1ccccc1Nc1ccccc1 (stereo unspecified)
→ 11%, -9%, -18%, -22%, -8%, -10%, -15, -1%, i
CC(=O)N1N=C(c2ccc3nccnc3c2)CC1c1ccccc1 (stereo unspecified)
→ -1%, -26%, 0%, -3%, -10%, -3%, 47, 2%, i
COc1cc(/C=C2/NC(=O)NC2=O)cc(Br)c1OCc1ccccc1
→ -3%, i, 8%, 9%, 11%, -12%, -6, -7%, i
COc1ccc(-c2cc3nc(C)c(CCC(=O)Nc4cccc(C(F)(F)F)c4)c(C)n3n2)c(OC)c1
→ 16%, i, -1%, -1%, -20%, -3%, /, /, /
O=C(Nc1cc2c(cc1Cl)OCCCO2)c1ccccc1
→ 2%, -27%[57.5 µM], 7%, 0%, 5%, -26%, 29, 1%, i
O=CN1CCN(C(=O)c2cc3cc(Cl)ccc3[nH]2)CC1
→ ?, i, 4%, -11%, 21%, -4%, -21, 5%, i
Cc1ccc(-n2c(C)cc(C(=O)C(=O)Nc3ccccc3)c2C)c(C)c1
→ -19%, -46%[inhibitor], ?, /, 27%, 0%, /, /, /
CCC(=O)N/C(=N/c1nc(C)cc(C)n1)Nc1ccc(OC)cc1
→ -10%, -13%[57.5 µM], 0%, -7%, 15%, 23%, 18, 1%, /
Cc1ccc(NC(=O)CCNS(=O)(=O)c2ccc3[nH]c(=O)oc3c2)c(C)c1
→ 11%, i, -4%, -4%, 17%, -13%, -3, -7%, i
